CHRM5 PAM: human M5 muscarinic receptor positive allosteric modulators, primary screen, CHO-K1 cells, Fluo-8 calcium fluorescence. CHO-K1 hM5, ACh EC20 PAM; 0% = ACh EC20, 100% = ACh EC100. activation, % at 3 µM. hit rate 0.3% among 360,000;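 active = activation above the run cutoff, the mean activation of all test compounds plus 3 SD, cut at about 18% in these data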
Target sequence (P08912 whole entry, looked up): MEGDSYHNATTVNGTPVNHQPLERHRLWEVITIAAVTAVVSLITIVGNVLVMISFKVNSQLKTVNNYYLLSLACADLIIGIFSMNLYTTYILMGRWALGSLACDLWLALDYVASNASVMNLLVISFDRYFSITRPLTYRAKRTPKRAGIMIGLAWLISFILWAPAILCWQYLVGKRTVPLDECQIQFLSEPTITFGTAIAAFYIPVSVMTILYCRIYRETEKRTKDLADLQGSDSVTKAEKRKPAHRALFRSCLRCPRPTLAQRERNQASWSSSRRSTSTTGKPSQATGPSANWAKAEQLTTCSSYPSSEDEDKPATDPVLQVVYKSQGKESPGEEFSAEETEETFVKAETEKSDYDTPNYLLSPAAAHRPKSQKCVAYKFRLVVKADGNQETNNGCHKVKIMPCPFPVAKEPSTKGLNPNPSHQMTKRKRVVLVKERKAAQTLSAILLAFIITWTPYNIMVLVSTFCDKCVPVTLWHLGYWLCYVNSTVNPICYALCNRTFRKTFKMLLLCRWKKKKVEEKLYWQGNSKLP
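Measured by: Fluo-8 calcium fluorescence; material: human M5 receptor in CHO-K1 cells; schedule: Post-acetylcholine fluorescence recording 140 s; benchmarks: low control EC20 acetylcholine (0%), high control EC100 acetylcholine (100%); read-out: Max/basal fluorescence ratio as % of EC20–EC100 ACh window; compound: single dose, 3 µM nominal final test concentration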
M1 PAM parental: nonselective calcium activators in parental CHO-K1 cells, primary screen, counter-screen for M1 PAM project, cell-based, Fluo-8 calcium fluorescence, full deck, 1536-well; ATP EC20; 0% at ATP EC20, 100% at ATP max; activation, % at 3 µM; hit rate 0.02% among 360,000; AID 602247, 2012;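 active = activation above the run cutoff, the mean activation of all test compounds plus 3 SD, cut at about 40% in these data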;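 note: peak over basal fluorescence ratio in a 140 s read after ATP addition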
CHO-K1 Ca ag: counter-screen for M1 agonists: effect in parental CHO-K1 cells | Fluo-8 calcium fluorescence; scaled to maximal ATP response, vehicle zero | activation, % at 3 µM | hit rate 0.48% among 360,000 | AID 602248, 2012; in the data active = activation above about 15%;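 note: untransfected CHO-K1 host cells lacking M1 receptor as counterscreen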
M4 ag: human M4 muscarinic receptor agonists, primary screen, CHO-K1 cells, Fluo-8 calcium fluorescence | Muscarinic acetylcholine receptor M4 (Homo sapiens), P08173 | CHO-K1 hM4/Gqi5; vehicle 0%, full acetylcholine response 100% | activation, % at 3 µM | hit rate 0.14% among 360,000;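 active = activation above the run mean over all test wells plus 3 SD, cut at about 32% in these data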;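 note: peak over basal fluorescence ratio per well then scaled between controls; 0% = DMSO wells and 100% = acetylcholine at EC100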
Target sequence (P08173 whole entry, looked up): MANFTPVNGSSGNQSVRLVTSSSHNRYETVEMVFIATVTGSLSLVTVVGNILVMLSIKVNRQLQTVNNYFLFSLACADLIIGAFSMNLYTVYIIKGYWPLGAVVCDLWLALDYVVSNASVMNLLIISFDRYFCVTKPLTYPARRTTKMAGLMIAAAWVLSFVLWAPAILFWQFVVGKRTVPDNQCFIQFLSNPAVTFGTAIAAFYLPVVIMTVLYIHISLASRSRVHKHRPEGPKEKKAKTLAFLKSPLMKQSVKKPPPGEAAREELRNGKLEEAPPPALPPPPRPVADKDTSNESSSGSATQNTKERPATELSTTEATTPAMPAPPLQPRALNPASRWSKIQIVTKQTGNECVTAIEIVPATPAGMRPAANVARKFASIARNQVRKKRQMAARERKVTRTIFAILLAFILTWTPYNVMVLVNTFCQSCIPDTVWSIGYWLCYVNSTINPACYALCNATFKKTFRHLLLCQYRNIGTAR
CHRM4 antagonist: human M4 muscarinic receptor antagonists, primary screen, CHO cells, Fluo-8 calcium fluorescence | hit rate 0.73% among 360,000 | Muscarinic acetylcholine receptor M4 (Homo sapiens), P08173 | AID 624125, 2012 | CHO-hM4 cells, ACh EC80 | inhibition, % at 3 µM;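 active = inhibition above its plate's cutoff, the mean inhibition of sample wells plus 3 SD, cut at about 27% in these data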;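 note: 0% = acetylcholine EC80 with DMSO and 100% = DMSO without agonist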
M4 PAM: human M4 muscarinic receptor positive allosteric modulators, primary screen, CHO-K1 cells, Fluo-8 calcium fluorescence; AID 624126, 2012; activation, % at 3 µM; CHO-K1 hM4/Gqi5, ACh EC20; 0% = ACh EC20, 100% = maximal ACh; hit rate 0.4% among 360,000;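 active = activation above its plate's cutoff, the mean activation of sample wells plus 3 SD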; note: some results filed as inactive read as strong as hits
M5 antag: human M5 muscarinic receptor antagonists, primary screen, CHO cells, Fluo-8 calcium fluorescence; CHO-hM5 cells, ACh EC80; inhibition, % at 3 µM; hit rate 0.59% among 360,000; AID 624040, 2012;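 active = inhibition above a per-plate cutoff, the mean of that plate's test compounds plus 3 SD, cut at about 27% in these data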;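 note: 0% = acetylcholine EC80 with DMSO and 100% = DMSO without agonist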
CHO-K1 Ca antag: nonselective inhibitor or artifact in parental CHO-K1 cells; ATP-induced calcium, Fluo-8 fluorescence; hit rate 0.6% among 360,000; AID 602250; inhibition, % at 3 µM;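 active = inhibition above a per-plate cutoff, the plate's mean sample inhibition plus 3 SD, cut at about 24% in these data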;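 note: 0% = DMSO plus EC80 ATP and 100% = DMSO alone without ATP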
CHRM5 agonist: human M5 muscarinic receptor agonists, primary screen, CHO-K1 cells, Fluo-8 calcium fluorescence | Muscarinic acetylcholine receptor M5 (Homo sapiens), P08912 | CHO-K1 hM5 cells; 0% DMSO wells, 100% maximal acetylcholine response | activation, % at 3 µM | hit rate 0.19% among 360,000;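 active = activation above the run's mean over test compounds plus 3 SD, cut at about 23% in these data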;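 note: signal is peak over basal fluorescence ratio across the kinetic read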
* marks the source's active call; other numbers are inactive results.

SMILES | CHRM5 PAM | M1 PAM parental | CHO-K1 Ca ag | M4 ag | CHRM4 antagonist | M4 PAM | M5 antag | CHO-K1 Ca antag | CHRM5 agonist
CCc1ccc(NC(=O)CSc2nnc(CNC(=O)c3cccs3)o2)cc1 | -10 | -14 | 2.8 | 3 | -1 | -4 | 23 | 4 | -3
O=C(CSc1nnc(Nc2ccccc2)s1)Nc1cccc(S(=O)(=O)N2CCCCC2)c1 | -11 | 22 | 6.3 | 9 | -1 | -11 | 10 | -3 | -2
COc1cc(/C=C/C(=O)Nc2ccncc2)cc(OC)c1OC | -1 | 21 | 0.1 | 2 | -6 | 2 | 0 | -7 | -1
CN1C(=O)c2ccccc2C(O)c2ccccc21 (stereo unspecified) | 9 | 7 | 0.7 | 1 | -5 | 1 | -8 | -6 | -4
Cc1c(Cl)c([N+](=O)[O-])nn1CCCC(=O)Nc1c(Cl)cccc1Cl | -4 | 14 | 0.7 | 5 | 13 | 3 | -2 | -3 | -1
CC(C)NC(=O)CSc1nnc(-c2ccc(F)cc2)c2ccccc12 | 2 | -10 | -1.2 | -3 | 6 | 0 | 10 | 2 | -6
Cc1nn(-c2ccccc2)c(Cl)c1C(=O)OCC(=O)N(C)c1c(N)n(Cc2ccccc2)c(=O)[nH]c1=O | 8 | 15 | 0.1 | 1 | -12 | 2 | -11 | 0 | -3
Cc1nc2ccc(NC(=O)/C=C/C(=O)O)cc2nc1C | 6 | -12 | -0.2 | 1 | 0 | 0 | -16 | 9 | -1
C=CCNC(=O)c1oc2ccc(S(=O)(=O)N3CCC4(CC3)OCCO4)cc2c1C | -1 | 4 | 1.3 | 3 | -3 | 4 | -12 | -7 | 1
CCc1ccc(C(=O)COC(=O)CNC(=O)C2CCCCC2)cc1 | 3 | -30 | 0.2 | 1 | -2 | -3 | -4 | 17 | 2
COC(=O)Cn1c(C)nc2c(sc3nc(C)cc(C)c32)c1=O | -3 | 7 | -0.1 | 0 | -7 | 1 | -10 | -4 | -4
CCS(=O)(=O)N1CCN(C(=O)c2ccc(-c3ccccc3)cc2)CC1 | -8 | 16 | 1.2 | 2 | 5 | -2 | 4 | -3 | -1
COc1ccc(S(=O)(=O)N2CCN(C(=S)NCC3CCCO3)CC2)cc1OC (stereo unspecified) | -2 | -11 | 1.2 | 2 | 3 | -3 | 8 | -11 | -3
Cc1ccccc1S(=O)(=O)NC(=O)C1(C)CCN1C(=O)C(C)(C)c1ccccc1 (stereo unspecified) | -2 | -8 | 0.3 | 0 | -3 | -2 | 3 | -6 | 0
CN(C)c1ccc(C(CNS(=O)(=O)c2cccc([N+](=O)[O-])c2)N2CCOCC2)cc1 (stereo unspecified) | 1 | 0 | 0.4 | 1 | -5 | 2 | 1 | 5 | -2
COc1ccccc1OCc1nnc(SCCN2CCOCC2)o1 | 1 | 17 | 0.8 | 0 | -6 | -4 | 2 | -7 | -1
N/C(Cc1cccs1)=N\OC(=O)COc1ccc(Br)cc1 | -4 | 13 | 0.0 | -2 | 3 | -4 | 15 | -17 | -6
Cc1cc(C)c2c(CN(Cc3ccccc3)Cc3ccccc3)cc(=O)oc2c1 | -2 | 6 | 0.6 | -1 | 5 | -5 | 6 | 7 | 2
CC(c1ccco1)N(C(=O)COc1ccc(Cl)cc1)c1ccccn1 (stereo unspecified) | 2 | 13 | 1.0 | 4 | -10 | -1 | -5 | -6 | -5
COc1ccc(N(C(=O)c2ccccc2OC)C2C=CS(=O)(=O)C2)c(OC)c1 (stereo unspecified) | -5 | 4 | 0.1 | -1 | -3 | 1 | 1 | -12 | 2
CN1CCN(C(=O)C2CCN(c3ncnc4c3nc3n4CCCCC3)CC2)CC1 | 11 | -8 | 0.6 | 1 | -23 | 10 | -11 | -8 | -9
CCOc1ccc(C(=O)NCCCN2CCOCC2)cc1OCC | 4 | 20 | 0.6 | 1 | -3 | 2 | -5 | -9 | -1
C/C(=N\NC(=O)c1cc(C)nc2ccccc12)c1cccs1 | 1 | 18 | 0.2 | 0 | 5 | 2 | 5 | -3 | 0
CCC(CC)COC(=O)C1=C(C)NC(=O)NC1c1cccc([N+](=O)[O-])c1 (stereo unspecified) | 0 | 9 | -0.4 | -1 | -4 | 0 | -7 | -1 | -2
COC(=O)c1c(C)cccc1C1CN=NC12Cc1ccccc1C2=O (stereo unspecified) | 7 | 16 | -0.3 | 1 | -11 | 4 | -12 | -13 | -2
Nc1c(C(=O)NCc2ccccc2)nnn1Cc1ccccc1 | -1 | -1 | 0.3 | 6 | -11 | 4 | 9 | -2 | 8
COc1cc(C(=O)N2CCN(C(=O)CC(C)C)CC2)cc(OC)c1OC | -8 | -8 | -0.3 | 1 | 5 | -7 | 5 | -11 | 2
O=C(c1cc(-c2cccs2)nn1-c1ccccc1)N1CCN(S(=O)(=O)c2ccccc2)CC1 | -19 | -2 | 3.8 | 15 | -17 | -5 | 12 | 2 | 0
Cc1ccc(NC(=O)CN2CCN(Cc3ccccc3)CC2)cc1 | 1 | 7 | 0.6 | 4 | 6 | -4 | 6 | -12 | -3
Cc1ccc(C)c(COc2coc(CN3CCN(C(=O)c4ccco4)CC3)cc2=O)c1 | -5 | 6 | 0.5 | 5 | -3 | 3 | 3 | 3 | -1
O=C(NCCCN1CCOCC1)[C@@H]1CSC2c3ccccc3C(=O)N21 (stereo partly specified) | 0 | 6 | -0.2 | 1 | 3 | 2 | -3 | 0 | -1
O=C(Nc1cccc(F)c1)C1CCN(C(=O)NCc2ccccc2)CC1 | 2 | 9 | 1.3 | 2 | -7 | 2 | -1 | -14 | -3
Cc1ccc(S(=O)(=O)N2CCOCC2)cc1NC(=O)c1cccc(S(=O)(=O)N2CCCC2)c1 | 2 | -22 | 3.3 | 12 | -4 | -6 | 0 | 10 | 0
CCCN(CCC)C(=O)Cn1c(=O)c2ccccc2n2c(=S)sc(-c3ccccc3C)c12 | -6 | -10 | -0.1 | 0 | 2 | -4 | 2 | 0 | -2
Cc1ccc(N=C2NC(=O)/C(=C/c3cccn3C)S2)cc1 | -3 | 24 | 3.5 | 2 | -2 | -1 | 3 | -9 | 3
O=C(Nc1ccc2c(c1)OCO2)c1ccccc1 | -4 | 6 | 0.3 | 1 | -2 | -1 | 5 | -14 | -2
CC(=O)NCCCC(=O)NNC1CC(=O)N(c2cccc(Cl)c2)C1=O (stereo unspecified) | -2 | 13 | 0.9 | 1 | 7 | -2 | 6 | -2 | 0
CC(C)(C)OC(=O)C[C@H]1C/C=C\C[C@@H](CC(=O)N(CCO)Cc2ccccc2)C(=O)N[C@@H](c2ccccc2)COC1=O | -4 | 18 | 2.7 | 12 | -2 | 4 | 8 | -13 | -1
COC(=O)C1CCN(C2CN(Cc3ccc(F)cc3)S(=O)(=O)C2)CC1 (stereo unspecified) | 2 | 3 | 0.5 | 2 | -10 | 4 | -2 | 11 | 1
CCCN1CC(=O)N2C(c3ccccc3)c3[nH]c4ccccc4c3C[C@H]2C1=O (stereo partly specified) | 6 | -3 | 2.5 | 9 | -10 | -1 | 1 | -17 | 2
CCC(CC)c1nnc(NC(=O)C2CCCO2)s1 (stereo unspecified) | 6 | -3 | 0.0 | 1 | 0 | -2 | -2 | 0 | -6
C[C@H](CO)N1C[C@H](C)[C@@H](CN(C)S(=O)(=O)c2cccc(F)c2)OCc2cn(nn2)CCCC1=O | -1 | 9 | -0.1 | 0 | -7 | 3 | 4 | 7 | 1
CCCCn1c(-c2ccco2)nc2oc3ccccc3c(=O)c2c1=O | -4 | 9 | 0.9 | 2 | 0 | 4 | 8 | -5 | -3
CCCN(CCC)S(=O)(=O)c1cc(CN2C(=O)c3cccnc3C2=O)ccc1OC | -5 | 14 | 3.5 | 1 | -27 | 1 | 4 | -13 | -3
Cc1ccc(S(=O)(=O)NCCOc2nc(N(C)C)nc(N(C)C)n2)cc1 | 6 | 13 | 0.5 | 1 | 6 | 1 | 1 | -7 | 2
CNC(=O)c1cnc(-c2ccccc2)nc1-c1ccccc1 | -3 | -7 | 0.4 | 1 | -8 | -6 | 9 | -9 | -3
Cc1ccccc1CNCc1ccc2c(c1)OCO2 | 7 | -16 | 1.1 | 2 | -16 | 7 | -9 | -4 | -3
CCOC(=O)C1=C(CSc2n[nH]c(N)n2)NC(=O)NC1C (stereo unspecified) | 1 | 5 | 0.1 | 0 | 5 | 3 | -4 | 4 | 0

Profiles, looked up by structure:
Shown for Cc1c(Cl)c([N+](=O)[O-])nn1CCCC(=O)Nc1c(Cl)cccc1Cl = CHRM5 PAM: -4; M1 PAM parental: 14; CHO-K1 Ca ag: 0.7; M4 ag: 5; CHRM4 antagonist: 13; M4 PAM: 3; M5 antag: -2; CHO-K1 Ca antag: -3; CHRM5 agonist: -1
Shown for CC(c1ccco1)N(C(=O)COc1ccc(Cl)cc1)c1ccccn1 (stereo unspecified) = CHRM5 PAM: 2; M1 PAM parental: 13; CHO-K1 Ca ag: 1.0; M4 ag: 4; CHRM4 antagonist: -10; M4 PAM: -1; M5 antag: -5; CHO-K1 Ca antag: -6; CHRM5 agonist: -5
Shown for Cc1ccccc1CNCc1ccc2c(c1)OCO2 = CHRM5 PAM: 7; M1 PAM parental: -16; CHO-K1 Ca ag: 1.1; M4 ag: 2; CHRM4 antagonist: -16; M4 PAM: 7; M5 antag: -9; CHO-K1 Ca antag: -4; CHRM5 agonist: -3

Continuation:
SMILES | CHRM5 PAM | M1 PAM parental | CHO-K1 Ca ag | M4 ag | CHRM4 antagonist | M4 PAM | M5 antag | CHO-K1 Ca antag | CHRM5 agonist
CC(C)(C)NC(=O)C[C@H]1C[C@H](C(=O)N2CCOCC2)[C@@]2(CCC3CCCC3)c3[nH]c4cc(-c5ccco5)ccc4c3CCN2C1=O | -1 | 13 | -0.7 | -2 | -13 | 7 | 1 | -4 | 1
Cc1ccc(S(=O)(=O)Nc2ccccc2C(=O)N2CCCCC2C)c(C)c1NS(C)(=O)=O (stereo unspecified) | 5 | 20 | 1.0 | 1 | -13 | 5 | -2 | -5 | -1
CCOC(=O)N1CCC(NC(=O)c2ccc(CS(=O)c3ccc(Cl)cc3)o2)CC1 (stereo unspecified) | -2 | -3 | 1.3 | 2 | 13 | -3 | 10 | -12 | -2
O=C(CN(C(=O)CCC(=O)Nc1nccs1)c1ccc2c(c1)OCCO2)NCc1ccco1 | -4 | 10 | 0.4 | 1 | 3 | -3 | 1 | -9 | -2
O=C(/C=C/c1ccccn1)c1cc(Br)ccc1O | 16 | 22 | 0.1 | 1 | 8 | 3 | -3 | -20 | 2
O=C(Nc1cccc(NC(=O)c2nccc3ccccc23)c1)c1ccco1 | -5 | 5 | 3.0 | 16 | -4 | -4 | -5 | -8 | 3
COc1cccc(CCc2nnc(CCC(=O)N3CCN(Cc4ccccn4)CC3)o2)c1 | -6 | 6 | 0.5 | 1 | -2 | -5 | -4 | -9 | -4

Screens deposited in PubChem BioAssay by The Scripps Research Institute Molecular Screening Center.
